GALK inh: blocks human galactokinase activity; P51570; Purified GALK, Kinase-Glo residual ATP luminescence; Potency, µM (series often up to 57.5 µM), inactives show top-dose activity change, negative = inhibition, hits mostly inhibitors; 0.007% of 270,000 active; AID 1868; further: potency means the concentration at half of the fitted maximal effect
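Luminescence from leftover ATP (Ultra-Glo luciferase/luciferin) served as read-out after a 1 h room-temperature reaction of 5 nM GALK with 35 uM ATP and 100 uM galactose.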
USP2a inh: blocks human ubiquitin-specific protease USP2a | O75604 | USP2 core, Ub-CHOP2 coupled fluorogenic reporter, 485/531 | Potency, µM (series often up to 38.3 µM), for inactives: at the top dose activity change, negative = inhibition, hits mostly inhibitors | 0.01% of 330,000 active | AID 463254;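 further: potency means the concentration at half of the fitted maximal effect; plate controls were DMSO wells for no effect and full inhibition by NEM control for full effect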
Target sequence (O75604 whole entry, looked up): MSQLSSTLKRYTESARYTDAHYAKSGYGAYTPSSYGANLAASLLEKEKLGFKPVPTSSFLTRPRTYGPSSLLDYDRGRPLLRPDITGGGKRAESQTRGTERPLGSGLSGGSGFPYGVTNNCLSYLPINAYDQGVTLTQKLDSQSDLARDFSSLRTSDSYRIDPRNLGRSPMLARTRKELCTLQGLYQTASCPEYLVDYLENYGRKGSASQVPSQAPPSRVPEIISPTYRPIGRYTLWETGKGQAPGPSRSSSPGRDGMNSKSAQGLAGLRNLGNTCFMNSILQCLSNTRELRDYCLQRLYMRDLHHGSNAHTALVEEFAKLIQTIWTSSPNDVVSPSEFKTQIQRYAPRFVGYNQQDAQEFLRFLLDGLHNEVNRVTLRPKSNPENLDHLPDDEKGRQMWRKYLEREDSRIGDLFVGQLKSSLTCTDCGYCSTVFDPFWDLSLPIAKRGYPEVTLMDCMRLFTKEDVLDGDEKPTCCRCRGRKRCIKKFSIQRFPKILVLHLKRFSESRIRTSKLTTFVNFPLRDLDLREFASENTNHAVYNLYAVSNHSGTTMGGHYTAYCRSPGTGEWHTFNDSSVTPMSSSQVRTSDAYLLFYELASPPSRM
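Deubiquitinase activity read as fluorescence (485/531 nm) after Ub-CHOP2 cleavage activates the enterokinase reporter on its substrate; USP2 core 10nM, Ub-CHOP2 and substrate 25nM each, 30min compound preincubation then 60min RT; data normalized to NEM, curves fitted.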
uPA surface inh: blocks generation of uPA at the cell surface | AID 540303 | 0.31% of 330,000 active | cell surface uPA generation assay, qHTS | Potency, µM (highest dose often 38.3 µM), for the others: at the top dose activity change, negative = inhibition, actives largely listed as inhibitors; active means well fitted inhibition curve with a large enough effect; inconclusive means small, poorly fitted or top-dose-only effect; inactive means no such curve, though single readings can be large or run the other way; tested in mouse RAW 264.7 cells; further: potency means the concentration at half of the fitted maximal effect; nearly all actives have a fitted effect of over 55% in size
Eya2 inh: Eya2 (human) phosphatase inhibition | recombinant Eya2, OMFP fluorescence dephosphorylation (OMFP is methylfluorescein phosphate) | 0.006% of 330,000 active | O00167 | Potency, µM (series often up to 76.9 µM), without a hit: at the top dose activity, negative = inhibition, hits mostly inhibitors | AID 488837; further: potency means the concentration at half of the fitted maximal effect
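Eya2 protein (added as 0.2 uM solution) was preincubated with compound for 10 min at ambient temperature in 50 mM HEPES pH 7.5, 50 mM NaCl, 5 uM MgCl2, 0.05% BSA, 1 mM DTT. OMFP (added at 50 uM) then reacted 10 min; fluorescence read at 485/525 nm.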
B2AR arrestin: agonists driving beta-arrestin recruitment to human beta2-adrenergic receptor; Potency, µM (series often up to 46.1 µM), inactives show at the top dose activation, hits mostly activators; P07550; beta-arrestin recruitment to beta2AR, cell-based reporter; 0.02% of 330,000 active;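 further: potency means the concentration at half of the fitted maximal effect; 0% = DMSO controls and full agonism = EC100 isoproterenol or metaproterenol; nearly all actives have a fitted effect of over 65% in size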
Target sequence (P07550 whole entry, looked up): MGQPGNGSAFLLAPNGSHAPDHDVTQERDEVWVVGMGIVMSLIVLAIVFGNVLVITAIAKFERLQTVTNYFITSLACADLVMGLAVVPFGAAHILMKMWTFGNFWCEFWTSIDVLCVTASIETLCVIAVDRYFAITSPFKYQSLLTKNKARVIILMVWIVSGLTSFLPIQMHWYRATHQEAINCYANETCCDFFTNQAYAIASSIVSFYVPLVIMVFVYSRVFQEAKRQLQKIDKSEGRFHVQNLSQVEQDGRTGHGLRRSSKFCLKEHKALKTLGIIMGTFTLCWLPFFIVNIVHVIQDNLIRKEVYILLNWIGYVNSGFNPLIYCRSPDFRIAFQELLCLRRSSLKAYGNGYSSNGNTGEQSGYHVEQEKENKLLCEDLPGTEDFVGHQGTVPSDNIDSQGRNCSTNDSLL
Chronic BCR inh: chronic active BCR signaling inhibition | ABC-DLBCL IkBa-CBG/CBR reporter, luminescence ratio, 4 h | Potency, µM (doses to about 46.1 µM), without a hit: at the top dose ratio change, negative = lower green/red ratio, actives largely listed as inhibitors | 0.05% of 340,000 active; active means well fitted inhibition curve with a large enough effect in the signal ratio, with a control signal flat, not every such curve was filed as active; inconclusive means small, poorly fitted or top-dose-only effect, or effect the other way, or a change in a side signal; the % refers to the signal ratio;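 further: potency means the concentration at half of the fitted maximal effect; plate controls were basal doxycycline-induced cells for no effect and cells given 10 µM MG132 for full effect; MG132 reads +100%, hits lower the ratio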
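Concentration-response series (up to 46 uM) were applied to TMD8 dual-reporter cells for 4 h at 37C with doxycycline. Green/red ratio, after filter-overlap correction, defined %Activity; red signal alone was normalised to basal cells and zero luminescence.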
PKM2 activator: activators of human pyruvate kinase M2. P14618. purified PKM2, Kinase-Glo ATP luminescence, activation; response scale: 0% is enzyme alone, no compound. Potency, µM (top dose mostly 57.5 µM), inactives show top-dose activation, usual class: activators. 0.34% of 260,000 active. AID 1631; further: potency means the concentration at half of the fitted maximal effect; nearly all actives have a fitted effect of over 55% in size
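ATP formation by purified human PK-M2, quantified via coupled luciferase luminescence after 1 h at room temperature with 0.1 mM ADP and 0.5 mM PEP final.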
Giardia kill: kills Giardia lamblia | Giardia lamblia trophozoite viability | activity change, % at 7.66 µM, hits read low | 0.15% of 340,000 active; in the data active means activity change below about -80%; inconclusive means between about -30% and that limit;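 further: parasites exposed to compound for two days anaerobically before the ATP read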
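Trophozoites 100 cells/well + cpd; 48 hrs, 37 deg C, anaerobic. ATPLite 1-Step added, 15-30 min RT, luminescence read (ATP-based viability).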
KCNH2 WT inh: KCNH2 (human, wildtype) channel inhibition. 0.37% of 340,000 active. activity change, % at 1.84 µM. U2OS, BacMam KCNH2, thallium flux FluxOr; hits give low values. Q12809. AID 720551;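 active means maximum activity change below -70%; inconclusive means maximum activity change between -70% and -50%; inactive means maximum activity change above -50%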
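U2OS cells transduced with wild-type KCNH2 virus are loaded with FluxOr dye for 45 min, and thallium flux is measured in kinetic reads before and after stimulation buffer. Rate constants are normalized to DMSO controls.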
KCNH2 3.1 inh: inhibitors of human KCNH2 3.1 potassium channel isoform. U2OS KCNH2 3.1, thallium flux FluxOr; hits give low values. activity change, % (tested at about 1.8 µM). 0.95% of 340,000 active. AID 720553;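 active means maximum activity change below -70%; inconclusive means maximum activity change from -70% to -50%; inactive means maximum activity change above -50%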;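 further: thallium influx rate constant from kinetic fluorescence after stimulation buffer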
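Virally transduced U2OS (3.1 isoform, 4 h infection in dark at RT) → overnight 37 C → FluxOr + Red40 in HBSS/HEPES, 45 min → stimulation buffer, 2 min kinetic read → rate constant vs DMSO controls.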
FBPA coupling cs: counter-screen for Giardia aldolase inhibitors: coupling enzyme system | 0.67% of 290,000 active | activity change, negative = inhibition, % at 58.2 µM, hits read low | coupling enzyme system counterscreen, AmpLite Red fluorescence; in the data active means activity change below about -30%
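First, compound is pin-transferred into glyceraldehyde-3-phosphate coupling-enzyme reagent at 57.5 uM final and held 10 min at RT. Next, substrate, coupling system and AmpLite Red are added. After 20 min RT, fluorescence (525/598 nm) is read.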
The depositor's hits bear a star; [ ] = dose if it differs, or a comment. Unless noted, the call rests on the fitted dose curve; in most records, active means well fitted curve in the direction sought with a large enough effect; inconclusive means small, poorly fitted or top-dose-only effect, or another doubt; inactive means no such curve, though single readings can be large; an effect the other way counts as inactive or inconclusive. Unless noted, on the % scale 0 is the no-effect control and ±100 the full control effect.

Screening CC1(C)CC(=O)c2cc(C(=O)N3CCN(CCO)CC3)c(=O)n(-c3ccc(Cl)cc3)c2C1 returned GALK inh 0%, USP2a inh 4%, uPA surface inh 8%, Eya2 inh -3%, B2AR arrestin -0.5%, Chronic BCR inh 2%, PKM2 activator -3%, Giardia kill 21, KCNH2 WT inh 9, KCNH2 3.1 inh -14 and FBPA coupling cs 3.
For O=C(NCCc1ccccc1F)[C@@H]1CSC2c3ccccc3C(=O)N21 (some centres not stated) the results were GALK inh 1%, USP2a inh -4%, uPA surface inh 1%, Eya2 inh -11%, B2AR arrestin -0.2%, Chronic BCR inh 1%, PKM2 activator 9%, Giardia kill -15, KCNH2 WT inh -4, KCNH2 3.1 inh -24 and FBPA coupling cs 0.
Screening CCOc1nc(OCC)c2cnn(C)c2n1 returned GALK inh 5%, USP2a inh 0%, uPA surface inh -2%, Eya2 inh inconclusive, B2AR arrestin -0.6%, Chronic BCR inh -4%, PKM2 activator -6%, Giardia kill 7, KCNH2 WT inh 6, KCNH2 3.1 inh -3 and FBPA coupling cs 1.
Screening COCCNC(=O)c1cc2c(=O)[nH]c3ccccc3c2s1 returned GALK inh 1%, USP2a inh -1%, uPA surface inh 2%, Eya2 inh 2%, B2AR arrestin 0.7%, Chronic BCR inh inconclusive, Giardia kill -16, KCNH2 WT inh -1, KCNH2 3.1 inh -8 and FBPA coupling cs 2.
Screening Cc1ccc(/C(O)=C2\C(=O)C(=O)N(Cc3cccnc3)C2c2ccccc2[N+](=O)[O-])cc1 (configuration not stated) returned GALK inh 1%, USP2a inh 4%, uPA surface inh -1%, Eya2 inh 7%, B2AR arrestin -2.0%, Chronic BCR inh -8%, PKM2 activator -3%, Giardia kill -1, KCNH2 WT inh -1, KCNH2 3.1 inh -8 and FBPA coupling cs -1.
For O=C(NCC1CCCO1)c1cccc(N2C(=O)C3C4C=CC(C4)C3C2=O)c1 (configuration not stated) the results were GALK inh -3%, USP2a inh 1%, uPA surface inh 4%, Eya2 inh 0%, B2AR arrestin -0.4%, Chronic BCR inh inconclusive, PKM2 activator 0%, Giardia kill -12, KCNH2 WT inh 0, KCNH2 3.1 inh 3 and FBPA coupling cs 2.
`O=C(COC(=O)/C=C/c1nc2ccccc2s1)Nc1ccccc1Oc1ccccc1` gave GALK inh 2%, USP2a inh -12%, uPA surface inh -6%, Eya2 inh 1%, B2AR arrestin -0.4%, Chronic BCR inh 0%, PKM2 activator 2%, Giardia kill 5, KCNH2 WT inh 2, KCNH2 3.1 inh -13 and FBPA coupling cs 0.
Screening Cc1ccc(/C=C/c2nnc(-c3cccc(C)c3)o2)cc1 returned GALK inh 1%, USP2a inh 0%, uPA surface inh 4%, Eya2 inh -4%, B2AR arrestin -0.5%, Chronic BCR inh 6%, PKM2 activator -3%, Giardia kill 3, KCNH2 WT inh 13, KCNH2 3.1 inh 0 and FBPA coupling cs -3.
Cc1ccc(C(=O)CC(=O)c2ccc(C)cc2O)cc1 was read as USP2a inh -1%, uPA surface inh 3%, Eya2 inh -16%, B2AR arrestin -0.3%, Chronic BCR inh inconclusive, Giardia kill 2, KCNH2 WT inh 3, KCNH2 3.1 inh 4 and FBPA coupling cs 2.
For C=CCn1c(SCc2ccc(C(=O)Nc3ccccc3)cc2)nnc1-c1ccccc1 the results were GALK inh 2%, USP2a inh -5%, Eya2 inh 13%, B2AR arrestin 0.3%, Chronic BCR inh inconclusive, PKM2 activator -10%, Giardia kill -5, KCNH2 WT inh 11, KCNH2 3.1 inh -4 and FBPA coupling cs -3.
CC(=O)Nc1c2c(nn1-c1ccccc1C)CS(=O)C2 (configuration not stated) was read as GALK inh 8%, USP2a inh 2%, uPA surface inh 14%, Eya2 inh -1%, B2AR arrestin 0.7%, Chronic BCR inh -7%, PKM2 activator 1%[0.46 µM], Giardia kill -15, KCNH2 WT inh -2, KCNH2 3.1 inh 0 and FBPA coupling cs 0.
Screening CN1C(=O)N(C)c2cccc3cccc1c23 returned GALK inh 0%, USP2a inh -2%, uPA surface inh 4%, Eya2 inh -7%, B2AR arrestin 0.5%, Chronic BCR inh 0%, Giardia kill -22, KCNH2 WT inh 4, KCNH2 3.1 inh -7 and FBPA coupling cs -4.
Screening CCn1c(=O)cc(SCC(=O)N2CCN(c3ccccn3)CC2)c2ccccc21 returned GALK inh -5%, USP2a inh -2%, uPA surface inh -2%, Eya2 inh 16%, B2AR arrestin -0.1%, Chronic BCR inh 16µM*, PKM2 activator 0%, Giardia kill 17, KCNH2 WT inh 2, KCNH2 3.1 inh -9 and FBPA coupling cs 6.
`COc1ccc(-c2ccc(N)cn2)cn1` gave USP2a inh -1%, uPA surface inh -7%, Eya2 inh -5%, B2AR arrestin 0.1%, Chronic BCR inh 0%, Giardia kill -7, KCNH2 WT inh -7 and KCNH2 3.1 inh -4.
O=C(COc1ccc(Cl)cc1)NCc1nnc(SCC(=O)Nc2ccc(F)cc2F)o1 was read as GALK inh 0%, USP2a inh 2%, uPA surface inh -5%, Eya2 inh 6%, B2AR arrestin 0.2%, Chronic BCR inh -1%, PKM2 activator 4%, Giardia kill -10, KCNH2 WT inh 21, KCNH2 3.1 inh 21 and FBPA coupling cs 4.
For COc1ccc(-c2[nH]c3ccccc3c2SCCN)cc1 the results were GALK inh 0%, USP2a inh 1%, uPA surface inh 5%, Eya2 inh 11%, B2AR arrestin 0.1%, Chronic BCR inh 2%, PKM2 activator 4%, Giardia kill 24, KCNH2 WT inh -5, KCNH2 3.1 inh -5 and FBPA coupling cs 1.
O=C(Cn1cc(C(=O)C2CC2)c2ccccc21)NC1CCCC1 was read as GALK inh -1%, USP2a inh -4%, uPA surface inh 3%, Eya2 inh 1%, B2AR arrestin -2.6%, Chronic BCR inh -1%, PKM2 activator -4%, Giardia kill 5, KCNH2 WT inh -4, KCNH2 3.1 inh -4 and FBPA coupling cs 0.
Screening COc1cccc(CC2(CO)CCCN(S(=O)(=O)N(C)C)C2)c1 (configuration not stated) returned GALK inh 6%, USP2a inh -5%, uPA surface inh 2%, Eya2 inh -11%, B2AR arrestin 0.3%, Chronic BCR inh 5%, PKM2 activator -3%, Giardia kill -7, KCNH2 WT inh 0, KCNH2 3.1 inh -4 and FBPA coupling cs 0.
Screening CN(C)CCCNC(=O)c1cc(C(=O)c2ccc(F)cc2)c[nH]1 returned GALK inh -2%, USP2a inh 0%, uPA surface inh 0%, Eya2 inh -10%, B2AR arrestin -0.1%, Chronic BCR inh -12%, PKM2 activator -4%, Giardia kill -1, KCNH2 WT inh -6, KCNH2 3.1 inh -8 and FBPA coupling cs -2.
Screening CC(/C=C1\SC(=S)N(NC(=O)c2ccc(O)cc2)C1=O)=C\c1ccccc1 returned GALK inh 0%, USP2a inh -9%, uPA surface inh 1%, Eya2 inh 2%, B2AR arrestin 0.8%, Chronic BCR inh inconclusive, PKM2 activator 6%, Giardia kill 3, KCNH2 WT inh 18, KCNH2 3.1 inh 0 and FBPA coupling cs -10.
`CCCCOc1ccc(C(=O)Nc2cccc(C)n2)cc1` gave GALK inh 0%, USP2a inh 1%, uPA surface inh -2%, Eya2 inh -13%, B2AR arrestin -0.2%, Chronic BCR inh inconclusive, PKM2 activator -21%, Giardia kill -4, KCNH2 WT inh 3, KCNH2 3.1 inh 4 and FBPA coupling cs 0.
`CCN(c1ccccc1)S(=O)(=O)c1ccc(C(=O)Nc2nnc(-c3ccco3)o2)cc1` gave GALK inh -3%, USP2a inh -17%, uPA surface inh inconclusive, Eya2 inh 4%, B2AR arrestin 0.0%, Chronic BCR inh -5%, PKM2 activator 3%, Giardia kill -14, KCNH2 3.1 inh 10 and FBPA coupling cs 18.
`CCCN(CCC)S(=O)(=O)c1ccc(C(=O)Nc2nnc(CSC)o2)cc1` gave GALK inh 0%, USP2a inh 3%, uPA surface inh -6%, Eya2 inh 2%, B2AR arrestin 0.3%, Chronic BCR inh 8%, PKM2 activator 0%, Giardia kill 19, KCNH2 WT inh 2, KCNH2 3.1 inh -7 and FBPA coupling cs 10.
Screening COc1ccc(-c2csc(NC(=S)NC(=O)/C=C/c3ccccc3)n2)cc1Br returned USP2a inh 3%, uPA surface inh -14%, Eya2 inh -4%, B2AR arrestin 0.4%, Chronic BCR inh inconclusive, PKM2 activator -18%, Giardia kill -7, KCNH2 WT inh -2, KCNH2 3.1 inh -3 and FBPA coupling cs 1.
Screening CC(=O)N1CCOc2ccc(S(=O)(=O)NCc3ccccc3Cl)cc21 returned GALK inh 0%, USP2a inh 1%, uPA surface inh 4%, Eya2 inh 10%, B2AR arrestin -0.2%, Chronic BCR inh -4%, PKM2 activator 2%[0.46 µM], Giardia kill 23, KCNH2 WT inh 2, KCNH2 3.1 inh 5 and FBPA coupling cs -2.

Source: PubChem (National Center for Advancing Translational Sciences (NCATS))
